# Screens (PubChem)
# TNAP activators: human TNAP enzyme activators, primary screen, biochemical, luminescent, no phosphate acceptor, uHTS (AID 1001); Alkaline phosphatase, tissue-nonspecific isozyme (Homo sapiens); purified TNAP, luminescent activation assay, no phosphate acceptor; higher activation fold means a stronger effect; activation fold at 20 µM; hits with a dose series show EC50 in µM; 200,000 tested, 0.03% active; in the data active = activation fold from about 3, or a potency from the dose series; inactive = the rest, 99 in 100 with activation fold below about 1.6; note: many of its hits are not listed in these tables
# P. falciparum M17LAP: P. falciparum M17LAP inhibitors, primary screen, biochemical, fluorogenic H-Leu-NHMec substrate, 1536-well (AID 1619); one-dose inhibition, % at 30 µM; IC50 in µM for titrated hits; 220,000 tested, 0.38% active; recombinant M17LAP, H-Leu-NHMec fluorogenic kinetic assay; higher % means a stronger effect; Leucine aminopeptidase (Plasmodium falciparum (isolate 3D7));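 active = compound inhibiting the enzyme by more than half at any dose during confirmatory dose-response retesting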;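 note: plate controls were full reaction with DMSO carrier for no effect and no enzyme background for full effect; strong numbers were not always called active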
# WT yeast gro inh: growth inhibition of WT strain, primary screen, mitochondrial fusion inhibitor project, WT and mutant strains, chemical genetic; inhibition, % at 10 µM; 190,000 tested, 2.1% active; mitochondrial fusion phenotypic screen; in the data active = inhibition above about 58%; tested in S. cerevisiae
# PMI inhibitors: inhibitors of human PMI, primary screen, biochemical, fluorescence intensity, coupled assay (AID 1209); Mannose-6-phosphate isomerase (Homo sapiens); purified PMI enzyme, coupled fluorescence intensity; higher % means a stronger effect; inhibition, % at 20 µM; hits with a dose series show IC50 in µM; 190,000 tested, 0.42% active;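 note: plate controls were DMSO vehicle for no effect and wells lacking substrate for full effect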
# PMI inhibition: human PMI inhibitors, high substrate, primary screen, biochemical, fluorescence intensity, high mannose 6-phosphate (AID 1220); recombinant PMI enzyme, coupled fluorescence intensity; higher % means a stronger effect; inhibition, % at 20 µM; hits with a dose series show IC50 in µM; 190,000 tested, 0.66% active
# XIAP displacement: XIAP antagonists, biochemical, IAP family, fluorescence polarization (AID 1018); E3 ubiquitin-protein ligase XIAP (Homo sapiens); XIAP BIR domain, fluorescence polarization peptide displacement; higher % means a stronger effect; one-dose displacement, % at 20 µM; IC50 in µM for titrated hits; 200,000 tested, 0.007% active; in the data active = displacement above about 50%; note: a part of the inactive calls stands beside numbers as strong as those of hits
# LYP inhibition: inhibitors of LYP phosphatase, biochemical, fluorescence intensity, uHTS (AID 1779); Tyrosine-protein phosphatase non-receptor type 22 (Homo sapiens); recombinant LYP phosphatase, fluorescence intensity; higher % means a stronger effect; one-dose inhibition, % at 11.5 µM; IC50 in µM for titrated hits; 290,000 tested, 0.054% active;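 note: plate controls were vehicle with enzyme for no effect and no enzyme for full effect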
# P. falciparum M1AAP: P. falciparum M1AAP inhibitors, biochemical, fluorogenic H-Leu-NHMec substrate, 1536-well (AID 1445); recombinant M1AAP, H-Leu-NHMec fluorogenic kinetic assay; higher % means a stronger effect; inhibition, % at 30 µM, or IC50 in µM where a hit was titrated; 220,000 tested, 0.42% active;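 active = primary inhibition above the hit cutoff, then over 50% inhibition at one or more dose response concentrations, cut at about 23% in these data, passing the limit was not always enough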;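 note: plate controls were DMSO full reaction for no effect and no enzyme background for full effect; strong numbers were not always called active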
# Yfh1-off respiration: enhancers of respiration in Yfh1-depleted yeast, dose response, Friedreich's ataxia, plus single-dose screen (AID 1465); 220,000 tested, 0.074% active; fold induction at 50 µM; hits with a dose series show EC50 in µM; S. cerevisiae Yfh1-off respiration, WST-1 reduction, 72 h; higher fold induction means a stronger effect;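 active = fold induction of absorbance versus untreated yeast above a set limit, then at least 30% activation at any dose in follow-up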;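 note: activators that raise dye reduction in frataxin-depleted yeast; strong numbers were not always called active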
# WT yeast gro inh mutant strain: further read-out of WT yeast gro inh, marked with its call; inhibition, %; mitochondrial fusion phenotypic screen, mutant strain inhibition
# Active calls of the source: *; i = inactive; · = not tested or not shown. Cut-off read from the data, not from the text of the source, unless noted: active = inhibition above about 50%; inactive = the rest.
SMILES,TNAP activators,P. falciparum M17LAP,WT yeast gro inh,WT yeast gro inh mutant strain,PMI inhibitors,PMI inhibition,XIAP displacement,LYP inhibition,P. falciparum M1AAP,Yfh1-off respiration
CCCn1c(=O)c2c(C(=O)OCC)cc(-c3ccco3)nc2n(CCC)c1=O,1,-19%,-5,4,-7%,-10%,2.1%,-6%,4%,·
COc1ccccc1Oc1ccccc1C(=O)O,1.2,-11%,-6,-2,10%,10%,1.4%,-7%,-1%,i
O=C(O)CSCC(=O)NCc1ccc(Cl)cc1,1.1,5%,0,17,-10%,-3%,-2.7%,-7%,1%,i
COc1ccc(Oc2nccc(-c3ccc(Cl)cc3)n2)cc1,1,18%,13,2,0%,-4%,-6.3%,3%,0%,i
CCOc1cc(NC(=O)c2cccs2)c(OCC)cc1NC(=O)CCC(=O)NCC1CCCO1 (stereo not given),1,-2%,15,15,2%,1%,-5.3%,-4%,0%,i
CC12CCC(C(=O)N(CC(O)CN3CCCCCC3)C1=O)C2(C)C (stereo not given),1.2,0%,0,12,5%,0%,-1.6%,-1%,0%,i
COC(=O)c1ccc(NC(=O)CCS(=O)(=O)c2ccc(Br)s2)cc1,1.1,-6%,-6,-5,4%,1%,-6.3%,0%,6%,i
CN/N=C(\Cc1nc2ccccc2[nH]1)c1ccc([N+](=O)[O-])cc1,1,0%,-28,11,-7%,15%,-8.1%,6%,2%,i
c1ccc(OCc2nn3c(-c4cccnc4)nnc3s2)cc1,1,16%,-7,3,-1%,-11%,-5.3%,-12%,-1%,i
O=C(Nc1cccc(C(F)(F)F)c1)Oc1ccc(Cl)c2cccnc12,·,2%,·,·,·,·,·,-4%,5%,i
O=C(/C=C/c1ccccc1)OCc1cnc(Cl)s1,1.1,-1%,25,-18,3%,-2%,-9.5%,-1%,2%,i
O=C(NC(=S)Nc1ccccc1N1CCCC1)c1ccc(F)cc1,1.2,-6%,50,29,34%,38%,-6.0%,10%,0%,i
Cc1ccc(-n2c(=O)c3sccc3n(Cc3cc(=O)n4ccccc4n3)c2=O)cc1F,1,-24%,-9,-6,14%,36%,-3.6%,-9%,4%,i
COC(=O)C(Cc1c[nH]c2ccccc12)NC(=O)C(C)C (stereo not given),1.1,1%,7,9,1%,4%,-0.4%,-9%,-1%,i
CCOC(=O)C1C(c2ccc([N+](=O)[O-])cc2)C2C(=O)NN=C2CC1(C)O (stereo not given),·,1%,·,·,·,·,·,-6%,2%,i
Cc1cc(C(=O)N/N=C/C(Cl)=C/c2ccccc2)c(C)o1,·,3%,·,·,·,·,·,-1%,5%,i
COc1ccc(NC(=O)CN2CCN(c3ccccc3F)CC2)cc1,1.1,6%,-14,-3,-13%,-3%,-4.2%,-10%,6%,i
NC(=O)[C@H]1CC2(CC(c3cccc(NC(=O)[C@H]4CCC(=O)N4)c3)=NO2)CN1C(=O)c1cc([N+](=O)[O-])cc([N+](=O)[O-])c1 (stereo not given in full),·,-4%,·,·,·,·,·,-6%,6%,i
COc1cc(/C=C/C(=O)c2ccc(NS(=O)(=O)c3ccc(C)cc3)cc2)cc(OC)c1O,0.7,-40%,7,21,21%,37%,-3.5%,5%,13%,i
CC(/C=C/c1ccccc1)=N\Nc1ccccc1[N+](=O)[O-],0.9,3%,12,13,3%,1%,-3.8%,-2%,2%,i
COC(=O)c1ccc(SCC(=O)NC2CCCCC2)c([N+](=O)[O-])c1,1.1,-8%,-16,-5,7%,2%,-11%,-9%,1%,i
Cc1ccc(-c2cc(C(=O)Nc3cc(C)on3)no2)cc1,1,0%,-11,7,-4%,-9%,-7.6%,-10%,0%,i
Cc1nc(C)c(C(=O)N/N=C/c2cn(C)c3ccccc23)s1,1.1,12%,26,1,0%,2%,-6.1%,-6%,8%,i
COCCN(C(=O)c1csnn1)C(C(=O)NC1CCCCC1)c1sccc1C (stereo not given),1,1%,2,-1,10%,-10%,-6.6%,-5%,21%,i
NC(=O)N/N=C/c1cc(Br)ccc1OC(=O)c1ccccc1,1.1,5%,-8,10,-4%,0%,-5.2%,3%,6%,i
Cn1ncc([N+](=O)[O-])c1C(=O)Nc1nc2ccccc2n1CCN1CCCCC1,1.1,48%,4,8,9%,10%,-2.7%,-4%,-6%,i
Cc1nn(CCc2n[nH]c(=S)n2C)c(C)c1Br,0.9,-2%,2,3,5%,-1%,-6.9%,3%,-1%,i
CNC(=O)c1snnc1-c1ccccc1,1.1,15%,11,15,-7%,-8%,-5.2%,3%,-9%,i
CC(=O)Nc1ccc(/C(C)=N/NC(=O)c2ccncc2)cc1,1,5%,6,10,-15%,-7%,-3.4%,-3%,7%,i
CC(C)(CC(=O)O)CC(=O)NCc1c(Cl)cccc1Sc1ccc(Cl)cc1,·,8%,·,·,·,·,·,1%,15%,i
CCCCNc1nc2ccccc2n1CC(=O)N1CCc2ccccc2C1,1.2,7%,0,-3,-2%,5%,-1.3%,-3%,10%,i
N#Cc1c(NC(=O)CN2CCOCC2)oc(-c2ccccc2)c1-c1ccccc1,1,4%,-13,2,11%,5%,-8.3%,6%,23%*,i
O=C(O)C1CCN(C(=O)c2csc(-c3ccc4c(c3)CCO4)n2)CC1,·,1%,·,·,·,·,·,-7%,-1%,i
COc1cc(C2c3c([nH]c(=O)[nH]c3=O)Nc3ccc4ccccc4c32)ccc1O (stereo not given),1.1,-2%,0,-4,-2%,22%,-5.3%,4%,10%,i
C/C(Cn1nnc2ccccc21)=N\OC(=O)c1ccccc1C,1.1,5%,0,0,-1%,1%,1.8%,-2%,2%,i
CC(C)(C)C(=O)COC(=O)c1cccc(NC(=O)c2ccco2)c1,1.1,-3%,0,-1,-4%,0%,-3.2%,5%,-3%,i
O=C(CCc1nc2ccccc2c(=O)[nH]1)N1CCN(C/C=C/c2ccccc2)CC1,1.1,11%,2,-5,7%,0%,-5.0%,-2%,2%,i
CCOC(=O)C1=NNC(C(=O)c2ccc(Cl)cc2)C1c1ccccc1 (stereo not given),1.3,-1%,1,1,-4%,-6%,3.7%,5%,0%,i
CCCCn1nc2cc(C(=O)NC3CCc4ccccc43)ccc2c1OCC (stereo not given),1,6%,-3,8,10%,1%,-7.2%,-7%,5%,i
CCCCOc1nc(N2CCOCC2)nc(C)c1[N+](=O)[O-],·,17%,·,·,·,·,·,-3%,0%,i
NC(=O)Oc1cccc(OC(N)=O)c1,·,-1%,·,·,·,·,·,2%,3%,i
O=C(Nc1nc2ccccc2s1)c1ccc2c(c1)S(=O)(=O)c1ccccc1C2=O,1,-4%,5,2,1%,8%,0.2%,-3%,5%,i
Cn1c(SCC(=O)NCC2CCCO2)nnc1-c1cccc(NC(=O)c2ccccc2F)c1 (stereo not given),1.1,7%,10,-6,-4%,-4%,1.6%,-9%,8%,i
Cc1cc(C[n+]2ncsc2N)c2ncccc2c1,·,13%,·,·,·,·,·,-9%,3%,i
O=C(c1ccc2c(c1)OCCO2)N1CCCC(CNS(=O)(=O)c2cccs2)C1 (stereo not given),1.1,-11%,2,3,-11%,-5%,-11%,-4%,2%,i
Cc1cc(C)cc(COn2ccnc2)c1,1,1%,8,-2,9%,0%,-4.7%,-14%,-4%,i
Cc1cccc(C)c1Nc1nnc(SCC(=O)NCc2ccco2)s1,1,17%,-6,-7,-16%,-17%,-5.1%,-7%,10%,i
CC(C(=O)O)N1C(=O)c2cccc3cccc1c23 (stereo not given),1.1,1%,8,3,11%,7%,-14%,-1%,3%,i
CCOc1ccc(-n2cccc2C=O)cc1,1,5%,11,1,10%,-5%,-3.1%,6%,-1%,i
COc1ccccc1N(C)S(=O)(=O)c1ccc(C(=O)OCC(=O)NCCC2=CCCCC2)cc1,1.1,2%,8,-3,8%,10%,-3.7%,6%,8%,i

# Other records follow.
SMILES,TNAP activators,P. falciparum M17LAP,WT yeast gro inh,WT yeast gro inh mutant strain,PMI inhibitors,PMI inhibition,XIAP displacement,LYP inhibition,P. falciparum M1AAP,Yfh1-off respiration
CN1C(=O)C(CC(=O)Nc2ccc(F)cc2)N(NC(=O)c2cccc(F)c2)C1=S (stereo not given),·,11%,·,·,·,·,·,-5%,14%,i
O=C(CN1CCOc2ccccc21)NCc1ccco1,1.1,5%,10,1,8%,24%,-4.6%,-8%,2%,i
COc1ccc(N(CC(=O)NC2CCCC2)C(=O)c2ccc(N3CCCCC3)nc2)cc1,1.1,8%,2,5,0%,3%,-3.7%,0%,0%,i
COc1ccc(-c2cc([C@H]3[C@H]4C=CC[C@@H](C)[C@@H]4C(=O)N3Cc3ccccc3)ccc2F)cc1OC,·,-3%,·,·,·,·,·,10%,3%,i
CCCc1nc2c([nH]1)c(=O)n(C)c(=O)n2C,·,-4%,·,·,·,·,·,-9%,7%,i
Cc1ccc(-c2csc3ncnc(-n4cnc5ccccc54)c23)cc1,1,9%,26,-7,10%,0%,-1.3%,6%,2%,i
CCCCCOC(=O)Nc1nnc(CCCCC)s1,1,-13%,30,40,-9%,-8%,-10%,6%,0%,i
O=C(/C=C/c1ccco1)Nc1ccc(Cl)c(S(=O)(=O)N2CCOCC2)c1,·,-2%,·,·,·,·,·,1%,10%,i
Cc1c(C(=O)O)cccc1-n1c(C)cc(C=O)c1C,1.1,9%,0,-2,-16%,-15%,-7.2%,9%,2%,i
Cc1onc(-c2ccccc2Cl)c1C(=O)OCC(=O)c1c(N)n(C)c(=O)n(C)c1=O,1.1,3%,-10,12,10%,12%,-3.0%,-3%,2%,i

# Record cards, as listed above. Order of screens: TNAP activators, P. falciparum M17LAP, WT yeast gro inh, WT yeast gro inh mutant strain, PMI inhibitors, PMI inhibition, XIAP displacement, LYP inhibition, P. falciparum M1AAP, Yfh1-off respiration
# CCCCOc1nc(N2CCOCC2)nc(C)c1[N+](=O)[O-] across the screens: ·, 17%, ·, ·, ·, ·, ·, -3%, 0%, i
# CN1C(=O)C(CC(=O)Nc2ccc(F)cc2)N(NC(=O)c2cccc(F)c2)C1=S (stereo not given) across the screens: ·, 11%, ·, ·, ·, ·, ·, -5%, 14%, i
# Cc1nn(CCc2n[nH]c(=S)n2C)c(C)c1Br across the screens: 0.9, -2%, 2, 3, 5%, -1%, -6.9%, 3%, -1%, i

# (listing goes on)
SMILES,TNAP activators,P. falciparum M17LAP,WT yeast gro inh,WT yeast gro inh mutant strain,PMI inhibitors,PMI inhibition,XIAP displacement,LYP inhibition,P. falciparum M1AAP,Yfh1-off respiration
CNC(=O)COC(=O)c1ccc(Cl)c(S(=O)(=O)N2CCCC2)c1,1.1,69%,2,-7,-10%,-1%,-2.6%,-5%,6%,i
Clc1cccc(CSC2=NCCCN2)c1,1,6%,0,4,-11%,-8%,-8.0%,7%,-2%,i
Cc1ccc(NCCC(=O)c2ccc(Cl)cc2)cc1C,1.1,7%,8,2,-3%,-2%,-6.6%,-1%,-1%,i
O=S(=O)(NCC1CCCO1)c1ccc(-c2ccc(Cl)cc2)cc1 (stereo not given),1.1,0%,10,1,15%,16%,-5.8%,4%,-12%,i
Cn1c(=O)n(C)c2cc(NC(=O)C(F)(F)F)ccc21,1.1,-1%,-7,-14,10%,9%,-5.1%,0%,0%,i
COc1ccc(OC)c(NC(=S)N(CCc2c(C)[nH]c3ccccc23)Cc2cccs2)c1,1.1,3%,10,6,11%,13%,-5.5%,5%,0%,·
